Compound activity: PubChem, several laboratories
H69AR growth 86K: proliferation blockers of H69AR lung cancer cells, primary screen, cell-based, human, 86K library; viability, % at 10 µM; H69AR lung tumor viability, ATP luminescence, 72 h; hits give low values; 6% of 85,000 active;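 active = viability at or below 40%; inactive = viability above 40%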;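 also: multidrug resistant small cell line overexpressing MRP-1 efflux transporter; 100% = mean luminescence of untreated control wells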
Fibroblast inh: antiproliferative effect on LL 47 fibroblasts – human, LL 47 cells, CellTiter-Glo luminescence, primary screen. LL 47 human lung fibroblast viability, ATP luminescence; hits give low values. AID 719, 2007. viability, % at 10 µM. 1.1% of 85,000 active;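 active = viability at or below 50% in the single dose screen; inactive = viability above 50%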;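 also: compound exposure lasted 72 h before the ATP readout; 100% = median luminescence of untreated cell-only wells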
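Signal: luminescent ATP detection, CellTiter-Glo; assay system: LL 47 human lung fibroblasts; input: 1,150 cells/well; incubation: overnight cell rest, 72 h compound treatment at 37 °C; measure: % viability versus median cells-only luminescence; medium: IMEM growth medium with 15% fetal bovine serum; dosing: compound addition at 0.1% DMSO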
HUVEC inhibit: inhibitors of HUVEC proliferation, primary screen, cell-based, 384-well | CellTiter-Glo luminescence, 72 h; hits give low values | viability, % at 10 µM (by protocol) | 1.1% of 86,000 active;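 active = viability at or below 30%; inactive = viability above 30%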;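 also: 100% = median luminescence of DMSO-only cell control wells on each plate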
ERa SRC1 pot: enhancers of ERα–SRC-1 coactivator binding, primary screen, biochemical, TR-FRET, ERα LBD, low estradiol. Estrogen receptor (Homo sapiens), P03372. TR-FRET ERalpha-LBD/SRC-Cy5 coactivator binding, 2 h; 100 = basal binding, no effect. coactivator binding (% of control), % at 25.6 µM. 1.3% of 86,000 active. AID 639, 2007; in the data active = activity above about 200%;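 also: binding measured in presence of low estradiol as agonist stimulus; 0% = peptide alone without receptor and 100% = receptor with peptide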
Candida biofilm: clotrimazole potentiators killing Candida biofilms, primary screen, with clotrimazole, Alamar Blue; C. albicans biofilm + clotrimazole; inhibition, % at 6 µM; 0.14% of 85,000 active;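 active = inhibition above 20%; inactive = inhibition below 20%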;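 also: preformed 24 hr biofilms exposed to compound for 48 hr; 0% = biofilm without compound and 100% = blank killed by clotrimazole plus chlorhexidine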
Smad3 FoxH1 inh: Smad3/FoxH1 peptide binding inhibitors, primary screen, biochemical, TR-FRET; TR-FRET Smad3/Dy647-FoxH1 peptide binding, europium anti-His; inhibition, % at 25 µM; 0.29% of 88,000 active; Mothers against decapentaplegic homolog 3 (Homo sapiens), P84022;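 active = compounds that reduce the energy-transfer binding signal between the protein and its labelled peptide by more than half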;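 also: 0% = Smad3 plus labelled peptide maximal FRET and 100% = peptide-only background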
Target sequence (P84022 whole entry, looked up): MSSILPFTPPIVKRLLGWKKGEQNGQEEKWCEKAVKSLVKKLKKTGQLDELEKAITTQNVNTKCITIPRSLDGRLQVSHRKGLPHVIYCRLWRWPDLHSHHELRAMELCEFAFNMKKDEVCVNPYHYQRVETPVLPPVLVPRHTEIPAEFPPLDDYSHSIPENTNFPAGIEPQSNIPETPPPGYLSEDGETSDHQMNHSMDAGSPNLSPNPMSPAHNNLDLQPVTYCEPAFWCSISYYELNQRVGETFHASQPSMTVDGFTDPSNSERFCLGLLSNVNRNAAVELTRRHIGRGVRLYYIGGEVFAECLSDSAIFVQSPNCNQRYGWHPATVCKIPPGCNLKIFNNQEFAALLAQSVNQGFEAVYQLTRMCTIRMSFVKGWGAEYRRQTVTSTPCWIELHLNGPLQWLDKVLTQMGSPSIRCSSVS
ERb SRC1 inh: inhibitors of ERβ-SRC1 coactivator interaction, primary screen, biochemical, TR-FRET, ERβ LBD, SRC-1 peptide; Estrogen receptor beta (Homo sapiens), Q92731; TR-FRET ER-beta LBD / SRC1-Cy5 peptide binding; receptor agonist-loaded with 1 µM estradiol; inhibition, % at 25.6 µM; 1.3% of 86,000 active;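 active = compounds whose percent inhibition of the receptor-coactivator binding signal exceeds about 50% in the single-dose screen, limit read from the data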;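 also: 0% = receptor plus peptide wells without compound and 100% = peptide-only wells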
Target sequence (Q92731 whole entry, looked up, the tested form may be a part): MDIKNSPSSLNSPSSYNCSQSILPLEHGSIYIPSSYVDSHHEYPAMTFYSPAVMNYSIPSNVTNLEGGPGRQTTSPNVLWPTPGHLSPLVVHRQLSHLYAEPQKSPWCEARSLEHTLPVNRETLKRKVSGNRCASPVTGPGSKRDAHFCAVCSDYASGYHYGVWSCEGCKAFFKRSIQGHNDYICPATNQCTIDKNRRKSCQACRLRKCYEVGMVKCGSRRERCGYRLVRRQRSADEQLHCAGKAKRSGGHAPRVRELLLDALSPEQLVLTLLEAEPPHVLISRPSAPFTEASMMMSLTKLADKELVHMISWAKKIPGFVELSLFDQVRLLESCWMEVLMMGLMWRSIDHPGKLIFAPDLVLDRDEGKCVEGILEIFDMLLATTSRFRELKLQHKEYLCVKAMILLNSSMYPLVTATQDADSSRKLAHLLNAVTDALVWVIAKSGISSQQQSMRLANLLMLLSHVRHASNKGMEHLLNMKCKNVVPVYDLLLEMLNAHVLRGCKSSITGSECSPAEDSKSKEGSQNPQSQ
ERa coact inh: ERα–SRC-1 coactivator interaction inhibitors, primary screen, biochemical, TR-FRET, ERα LBD, estradiol-bound; inhibition, % at 25.6 µM; Estrogen receptor (Homo sapiens), P03372; 1.7% of 86,000 active; TR-FRET ER-alpha LBD / SRC-1 peptide; in the data active = inhibition above about 50%;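 also: 0% = receptor plus peptide control and 100% = peptide only without receptor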
sEH act: soluble epoxide hydrolase activators, primary screen, biochemical, human sEH; Bifunctional epoxide hydrolase 2 (Homo sapiens), P34913; purified human sEH enzymatic activity, activator screen; activation, % at 2 µM; 0.04% of 91,000 active; in the data active = activation above about 37%; also: values of inactives mirror those of a sister screen read the other way
The depositor's hits bear a star; x = no result given; [ ] = remark or other dose. These rows are one share of the data (hit frequency here may not be typical).

smiles,H69AR growth 86K,Fibroblast inh,HUVEC inhibit,ERa SRC1 pot,Candida biofilm,Smad3 FoxH1 inh,ERb SRC1 inh,ERa coact inh,sEH act
CCc1nnc(NC(=O)c2ccc(-c3cccc(C(F)(F)F)c3)o2)s1,89,110,101,92[fluorescence artefact?],0,12,35[fluorescence artefact?],42[fluorescence artefact?],1
Cc1ccc(S(=O)(=O)NCc2nc3ccccc3[nH]2)cc1,96,99,106,103[fluorescence artefact?],14,-9,-2[fluorescence artefact?],4[fluorescence artefact?],2
COCCOC(=O)C1=C(C)NC2=C(C(=O)CC(C)(C)C2)C1c1cc2c(cc1Br)OCO2 (stereo not drawn),90,103,107,101,-2,-22,-2,2,x
COc1cc2c(cc1OC)C1(NCC2)C(=O)Nc2ccccc21 (stereo not drawn),108,56,83,107,7,2,-17,-2,-1
Nn1c(SCC(=O)Nc2ccc(F)c(F)c2)nnc1C1CCCCC1,89,x,95,102,6,-1,-6,3,4
COc1cc(OC)c(NC(=O)Cn2cccc2)cc1Cl,93,100,97,114,4,-1,-13,-14,6
CCN1CCN(S(=O)(=O)c2ccc3ccccc3c2)CC1,100,92,95,102,3,-15,3,-4,-10
O=C(O)C1CCCCC1C(=O)Nc1cccc(Cl)c1Cl (stereo not drawn),92,101,79,100,6,-2,11,11,9
Clc1ccc(-c2ccc(SCc3ccccn3)nn2)cc1,92,106,108,123,7,-1,38,-10,-1
Cc1sc2ncnc(NCCCO)c2c1C,84,98,107,114,6,1,-12,-3,x
CCOc1ccc(C(=S)N2CCOCC2)cc1OC,109,100,102,111,1,-2,-15,-14,7
Cc1ccc(-n2nc(C)c3c(C)c(CCC(=O)NCc4ccco4)c(C)nc32)cc1,42,100,87,124,-2,15,2,-1,-51
Cc1csc(NC(=O)CSc2nnc(CCNC(=O)c3ccc(Cl)c(Cl)c3)n2C)n1,99,88,73,119[fluorescence artefact?],5,18[fluorescence artefact?],7[fluorescence artefact?],2,2
O=C1CC(C(F)(F)C(F)(F)C(F)(F)F)=Nc2ccccc2N1,84,87,87,102,8,-14,11,1,18
CCCC(=O)Nc1ccc(NC(=O)c2ccco2)cn1,90,107,86,124,0,12,-9,-5,-7
CCOc1ccc(C2CC(c3ccc(OC)cc3)n3ncnc3N2)cc1 (stereo not drawn),99,95,109,111,7,2,-10,-5,x
O=C1CSC(c2cn(-c3ccccc3)nc2-c2cc3ccccc3o2)N1Cc1ccccc1 (stereo not drawn),48,98,84,105,8,3,-4,-6,-2
COCC(=O)N1CCCc2ccccc21,92,98,88,120[fluorescence artefact?],4,13,-7,-12,-3
CSc1nc(C)nc2c1c(=O)n(C)c(=O)n2C,95,93,95,121,-3,-4,-3,-6,x
O=C(N1CCOCC1)N1CCN(S(=O)(=O)N2CCOCC2)CC1,100,94,86,124[fluorescence artefact?],8,5,-11,-10,-5
CC1CN(S(=O)(=O)c2cccc(C(=O)OCc3cc(=O)oc4cc(O)ccc34)c2)CC(C)O1 (stereo not drawn),52,104,85,75[fluorescence artefact?],-4,4,44,43,6
CCOC(=O)c1[nH]cnc1C(=O)O,97,106,91,104,2,1,-5[fluorescence artefact?],-1[fluorescence artefact?],-9
COCCNC(=O)c1cn(C)c(=O)c2cc(OC)c(OC)cc12,81,100,99,110,6,8,-10,-7,16
CCOc1ccc(NC(=O)CN2CCN(S(=O)(=O)c3ccc(Cl)cc3)CC2)cc1,63,100,91,107,1,-16,-8,11,-10
CCN1C(=O)C(NC(C)=O)c2cc(OC)ccc21 (stereo not drawn),92,96,98,103,8,1,-2,2,-3
CC(C)n1c2ccccc2c2nc3ccccc3nc21,79,92,97,91,7,3,-8[fluorescence artefact?],-17,-8
Cn1c(C(=O)N2CCN(c3nc4ccccc4s3)CC2)cc2sccc21,68,114,100,124,7,-11,2,-4,14
CCn1c(=O)n(CCOC)c(=O)c2c3c(sc21)CCCC3,91,99,85,114,9,9,-11,-7,-1
Cc1cccc(CC2CC(=O)N(c3ncccn3)C2=O)c1 (stereo not drawn),107,94,87,116,5,13,-8,-7,16
O=C(Oc1ccc(Cl)cc1)N1CCCCC1,95,102,103,132,0,-3,-3,0,-12

Looked up one by one from the entries so far, two records:
smiles,H69AR growth 86K,Fibroblast inh,HUVEC inhibit,ERa SRC1 pot,Candida biofilm,Smad3 FoxH1 inh,ERb SRC1 inh,ERa coact inh,sEH act
COCCNC(=O)c1cn(C)c(=O)c2cc(OC)c(OC)cc12,81,100,99,110,6,8,-10,-7,16
Cc1csc(NC(=O)CSc2nnc(CCNC(=O)c3ccc(Cl)c(Cl)c3)n2C)n1,99,88,73,119[fluorescence artefact?],5,18[fluorescence artefact?],7[fluorescence artefact?],2,2

Next part
smiles,H69AR growth 86K,Fibroblast inh,HUVEC inhibit,ERa SRC1 pot,Candida biofilm,Smad3 FoxH1 inh,ERb SRC1 inh,ERa coact inh,sEH act
COc1cccc(C(=O)OCCN(C)C(C)(C)C)c1,94,97,92,121,4,6,1,0,12
COc1ccc(C2C(C(C)=O)=C(O)C(=O)N2c2nccs2)cc1 (stereo not drawn),106,105,112,131,-3,-13,-1,-12,6
Cc1c(C(=O)OC(C)C)nnn1-c1nonc1N,97,107,104,111,-4,-5,2,-6,-4
c1ccc(N2CCN(c3nc4cc5c(cc4s3)OCCO5)CC2)cc1,77,103,114,129,-1,-7,-7,0,-11
O=C(CSc1nc2cc3c(cc2c(=O)n1CCC1=CCCCC1)OCO3)NCc1ccco1,36*,65,38,94,6,2,16,23,-4
CC(C)(C)C(=O)CC1(O)C(=O)N(Cc2ccc(Cl)cc2)c2ccccc21 (stereo not drawn),98,96,95,100,1,-4,14[fluorescence artefact?],-1[fluorescence artefact?],3
Cc1ccc(-c2csc3ncnc(-n4nc(C)cc4N)c23)cc1,66,94,90,103[fluorescence artefact?],-6,5,-4,-11,x
COC(=O)c1c(C)[nH]c(C(C)=O)c1C,80,103,96,93,-4,9,-2[fluorescence artefact?],7[fluorescence artefact?],-4
CCc1[nH]nc2c1C(c1ccc(Br)s1)C(C#N)=C(N)O2 (stereo not drawn),1.7*,24*,69,79,2,-2,-8,0,-8
CCOC(=O)c1c(CN2CCN(C)CC2)oc2ccc(OC)cc12,88,105,92,94,8,8,-1,2,-1
Cc1cccc(C(=O)O/N=C2/CC3CCC2(C)C3(C)C)c1 (stereo not drawn),107,101,103,95[fluorescence artefact?],3,-3,-12,-2,6
O=c1nc(/C=C/c2cc([N+](=O)[O-])ccc2Cl)cc(C(F)(F)F)[nH]1,44,82,33,93,0,3,-13,-8,2
CN1C(=O)CC(C(=O)O)SC1=Nc1ccc(F)cc1 (stereo not drawn),95,104,94,100,0,-11,18,25,-5
CC(=O)NCCOc1cccc2ccccc12,87,92,88,125,5,1,-23,-23,4
N#C/C(=C1\CCCN1)c1nc(-c2ccccc2)cs1,91,95,81,116[fluorescence artefact?],7,10,3,-3,-12
CCCC(=O)N(CCc1ccccc1)Cc1nc2ccccc2c(=O)[nH]1,83,96,84,106,-2,7,-11,-5,8
C=CCNc1nc(N(c2ccccc2)c2ccccc2)nc(-n2ccnc2)n1,54,88,77,121,8,-11,0,11[fluorescence artefact?],-8
Cc1cc(NC(=O)CSc2nc3ccccc3c(=O)n2CCCC(=O)NCc2ccccc2)n[nH]1,80,92,88,104,-1,-8,4[fluorescence artefact?],3[fluorescence artefact?],-43
Cc1cccn2c(=O)c3cc(C#N)c(=NC(=O)c4ccc5c(c4)OCO5)n(CC(C)C)c3nc12,56,83,81,106,6,10,19,11,x
CCOC(=O)C(CC)Sc1nnc2n1C(C)(C)Cc1ccccc1-2 (stereo not drawn),90,130,105,110,8,0,6,7,-7
COc1ccc2nc(NC(=O)CNS(=O)(=O)c3cccs3)sc2c1,71,98,87,104,4,7,5[fluorescence artefact?],6[fluorescence artefact?],-1
CCOCCCNC(=O)C(c1ccc(C)cc1)N(Cc1ccc2c(c1)OCO2)C(=O)c1cnccn1 (stereo not drawn),93,105,99,108,4,1,-2[fluorescence artefact?],-1[fluorescence artefact?],1
COc1ccc(C2C=C(C)Nc3nc(SC)nn32)cc1 (stereo not drawn),85,95,96,104,5,20[fluorescence artefact?],-13,0,x
Clc1ccc(/C=N/Nc2nnc(Cl)c3ccccc23)cc1,53,64,59,124,5,-6,45[fluorescence artefact?],19,-14
O=c1c2ccccc2oc2nc(-c3ccco3)n(Cc3ccccc3)c(=O)c12,82,106,98,80[fluorescence artefact?],4,-3,24[fluorescence artefact?],31[fluorescence artefact?],4
CCOC(=O)COc1nc(OC)nc(N2CCOCC2)n1,100,x,95,110[fluorescence artefact?],5,1[fluorescence artefact?],-14,-5,x
Cc1ccc(Cn2nc(C)c(NC(=O)c3cc(-c4ccco4)on3)c2C)cc1,58,98,112,104,3,2,-8,-30,15
O=C(c1cccc(S(=O)(=O)N2CCOCC2)c1)N1CCCC1,84,94,94,56[fluorescence artefact?],-2,-3,2,-5,10
